Source: PubChem BioAssay (National Center for Advancing Translational Sciences (NCATS))
HCMV inh = blocks human cytomegalovirus replication. HFF cells, HCMV-luciferase reporter, 72 h; hits give low values. AID 1259415. 410,000 tested, 4.5% active. activity change, negative = inhibition, % at 57.5 µM; in the data active = activity change below about -60%; inconclusive = no clear call, values can overlap the other calls; inactive = above about -39%
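HFF cells seeded 16 h at 37C, treated with compounds, infected with luciferase-reporter HCMV at MOI 1 PFU/cell; luciferase read at 72 h post infection, normalized to buffer-only and Salinomycin controls.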
AMA1 RON2 block = inhibitors of Plasmodium falciparum AMA1-RON2 interaction; AlphaScreen AMA1-biotinylated RON2 peptide binding; Potency, µM (top dose mostly 58.2 µM), inactives show top-dose activity change, negative = inhibition, actives largely listed as inhibitors; 360,000 tested, 0.2% active; AID 720542;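 also: potency is read from the fitted curve at half-maximal effect; 0% = vehicle wells and -100% = peptide control; nearly all actives have a fitted effect of over 45% in size; some results filed as inactive show a strong effect at the top dose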
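AMA1 (3D7) with his tag at 25 nM final met compounds first, then biotinylated RON2 peptide at 25 nM; detection used donor plus acceptor beads, 10 µg/mL apiece, read by AlphaScreen after 30 min at room temperature.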
AmpC no deterg = inhibitors of E. coli AmpC beta-lactamase without detergent; P00811; AID 485341; AmpC nitrocefin hydrolysis, absorbance 480 nm, 0.0001% Triton; 330,000 tested, 0.52% active; Potency, µM (top dose mostly 57.1 µM), inactives show at the highest dose activity change, negative = inhibition, most hits filed as inhibitors;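 also: potency is read from the fitted curve at half-maximal effect; plate controls were no compound for no effect and no enzyme for full effect; nearly all actives have a fitted effect of over 20% in size; some results filed as inactive show a strong effect at the top dose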
Target sequence (P00811 whole entry, looked up): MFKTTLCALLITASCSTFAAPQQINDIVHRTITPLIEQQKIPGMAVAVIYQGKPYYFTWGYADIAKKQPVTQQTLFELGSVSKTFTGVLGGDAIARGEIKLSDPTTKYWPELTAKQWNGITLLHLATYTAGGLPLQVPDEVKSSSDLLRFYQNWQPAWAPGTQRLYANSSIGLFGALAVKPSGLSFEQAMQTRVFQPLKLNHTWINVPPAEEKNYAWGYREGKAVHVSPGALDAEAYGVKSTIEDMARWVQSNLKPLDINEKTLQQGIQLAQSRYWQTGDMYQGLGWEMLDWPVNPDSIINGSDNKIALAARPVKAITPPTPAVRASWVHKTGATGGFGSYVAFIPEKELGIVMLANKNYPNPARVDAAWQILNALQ
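20 mM phosphate pH 7.0 + 0.01% (detergent screen) or 0.0001% Triton X-100; 5.3 nM AmpC reagent; cpd preinc 15 min RT; nitrocefin (800 uM stock) to start; A480 q20 s × 4 min; Activity was normalised to no-enzyme and no-compound control wells.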
LmPK inh = inhibitors of Leishmania mexicana pyruvate kinase. Q27686. purified LmPK, Kinase-Glo ATP luminescence, 1 h. Potency, µM (highest dose often 57.5 µM), without a hit: at the highest dose activity change, negative = inhibition, usual class: inhibitors. 290,000 tested, 0.37% active. AID 1721; also: potency is read from the fitted curve at half-maximal effect
Target sequence (Q27686 whole entry, looked up): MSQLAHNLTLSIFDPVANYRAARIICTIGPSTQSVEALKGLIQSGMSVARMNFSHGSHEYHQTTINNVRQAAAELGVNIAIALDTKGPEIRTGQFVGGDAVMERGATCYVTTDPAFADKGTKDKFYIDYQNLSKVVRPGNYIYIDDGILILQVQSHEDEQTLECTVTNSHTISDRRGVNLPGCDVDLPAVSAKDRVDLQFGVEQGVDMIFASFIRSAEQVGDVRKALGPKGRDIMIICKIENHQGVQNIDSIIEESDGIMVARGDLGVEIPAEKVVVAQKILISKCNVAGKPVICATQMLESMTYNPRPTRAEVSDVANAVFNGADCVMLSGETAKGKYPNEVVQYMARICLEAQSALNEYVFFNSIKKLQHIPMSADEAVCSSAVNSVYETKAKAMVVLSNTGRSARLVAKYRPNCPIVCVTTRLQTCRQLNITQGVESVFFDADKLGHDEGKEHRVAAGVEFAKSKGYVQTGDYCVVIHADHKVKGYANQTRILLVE
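In 50 mM imidazole pH 7.2 with 7 mM MgCl2, LmPK (0.1 nM) turned over PEP (0.5 mM) and ADP (0.1 mM) for 1 h at room temperature. Luciferase read-out of ATP.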
HCV inh = inhibitors of hepatitis C virus infection | Huh7.5.1 HCVcc-Cre infection, luciferase reporter, 44 h | Potency, µM (series often up to 41.8 µM), inactives show at the highest dose activity change, negative = inhibition, usual class: inhibitors | 340,000 tested, 3.4% active | AID 651820; also: potency is read from the fitted curve at half-maximal effect
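Infectious HCV cell culture screen: compound-treated cells (1,000/well, pre-plated 4 h) are infected with HCVcc-Cre at roughly 0.5 moi and grown 44 h. Infection is quantified by luciferase signal after 15 min substrate incubation at room temperature.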
AmpC inh detg = blocks E. coli AmpC beta-lactamase in detergent assay. P00811. AmpC hydrolysis of nitrocefin, absorbance 480 nm, 0.01% Triton. Potency, µM (series often up to 114 µM), for inactives: at the highest dose activity change, negative = inhibition, usual class: inhibitors. 370,000 tested, 0.041% active. AID 485294;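 also: potency is read from the fitted curve at half-maximal effect; 0% = no-compound wells and -100% = no-enzyme wells; nearly all actives have a fitted effect of over 25% in size; some results filed as inactive show a strong effect at the top dose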
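20 mM phosphate pH 7.0 + 0.01% (detergent screen) or 0.0001% Triton X-100; 5.3 nM AmpC reagent; cpd preinc 15 min RT; nitrocefin (800 uM stock) to start; A480 q20 s × 4 min; Activity was normalised to no-enzyme and no-compound control wells.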
Tb PYK inh = T. brucei pyruvate kinase inhibition; TbPYK enzyme, Kinase-Glo Plus ATP luminescence, 45 min; Potency, µM (series often up to 76.8 µM), for the others: top-dose activity, negative = inhibition, actives largely listed as inhibitors; 410,000 tested, 0.12% active; Q57TT1; also: potency is read from the fitted curve at half-maximal effect; nearly all actives have a fitted effect of over 50% in size
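Quantitative HTS: titrated library compounds versus trypanosomal pyruvate kinase in TEA buffer (pH 7.2) containing KCl, MgCl2, BSA and Tween-20. Reactions were initiated with ADP, 130 uM final. Kinase-Glo Plus luminescence was read after 45 min at RT.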
Numbers without * were called inactive; ? = inconclusive; · = not tested or not shown; & = joins results of further samples; [ ] = another dose, or the depositor's remark. Unless noted, calls follow the shape of the dose curve; as a rule, active = well fitted curve in the direction sought with a large enough effect; inconclusive = small, poorly fitted or top-dose-only effect, or another doubt; inactive = no such curve, though single readings can be large; an effect the other way counts as inactive or inconclusive. Unless noted, % is scaled to controls: 0 for no effect and ±100 for the full control effect. Rows were taken by chance, and some 7.5% of all compounds hit somewhere here.

| smiles | HCMV inh | AMA1 RON2 block | AmpC no deterg | LmPK inh | HCV inh | AmpC inh detg | Tb PYK inh |
| --- | --- | --- | --- | --- | --- | --- | --- |
| COc1ccccc1CCNC(=O)C1CCCO1 (configuration not stated) | 7 | 17% | -13% | -16% | 17% | 2% | 1% |
| Cc1nn(C)c2c1c(C(F)(F)F)cc(=O)n2Cc1ccc(Br)cc1F | 2 | · | · | · | · | 2% | 2% |
| CC(=O)c1cc(CN2CCC(N3CCC(C(=O)N4CCCC4)CC3)CC2)cs1 | ? | -6% | ? | 6% | -21% | 3% | 1% |
| O=C(C1=C(O)C(=O)N(CCCN2CCOCC2)C1c1ccccn1)c1cccs1 (configuration not stated) | · | · | 6% | -18% | · | 6% | · |
| Cc1nnc(NC(=O)c2ccc3ccccc3c2)o1 | 35 | -13% | -19% | -8% | -3% | -1% | -5% |
| CC(=O)c1ccc(NC(=O)COC(=O)Cn2cnc3ccccc32)cc1 | 0 | 3% | -10% | · | 13% | · | -4% |
| Cc1ccc(OCc2cc(C(=O)NC3CCCCC3)no2)cn1 | 0 | -3% | 6% | 7% | ? | -4% | -2% |
| CCOC(=O)c1nn(-c2ccccc2)c2nnc(Cc3ccc(C)cc3)c(=O)n12 | -22 | 9% | -20% | 2% | 27% | -6% | -1% |
| Cc1ccc(S(=O)(=O)N2CCCC2C(=O)OCc2nc3ccccc3s2)cc1 (configuration not stated) | 4 | -3% | 11% | 1% | 7% | 4% | 1% |
| O=S(=O)(c1ccc(Cl)cc1)N1CCN(C2CCN(Cc3ccccc3)CC2)CC1 | 5 | 4% | 41% | 1% | -15% | ? | 2% |
| CCc1ccc(N(C(=O)c2snc(C(N)=O)c2N)C(C(=O)NC2CCCC2)c2ccncc2)cc1 (configuration not stated) | -18 | 8% | -1% | 1% | ? | 5% | 2% |
| CNC(=S)NNC(=O)c1cc(-c2cccnc2)nc2ccccc12 | 15 | 94%[activator] | -24% | -5% | -2% | 5% | -9% |
| CCc1ccc(CNC(=O)COc2cc(=O)n(CC)c3ccccc23)cc1 | 11 | · | · | · | · | ? | -12% |
| CCN1CCc2c(sc(NC(=S)NC(=O)c3ccccc3)c2C#N)C1 | -5 | -25% | -2% | -3% | -20% | -1% | -26% |
| Cc1ccc(N2CCN(S(=O)(=O)c3nnc(NC(=O)c4ccc(C(C)C)cc4)s3)CC2)cc1 | 22 | · | · | · | · | 11% | 5% |
| OC(CN1CCN(c2ccc(C(F)(F)F)cn2)CC1)c1ccccc1 (configuration not stated) | · | 13% | 11% | 7% | ? | 0% | 0% |
| C#CCOCCOCCOCCNc1nc(N2CCN(C(=O)[C@H](CCCCN)n3cc([C@@H](N)C(C)CC)nn3)CC2)nc(N2CCN(C(=O)[C@H](Cc3ccc(O)cc3)n3cc([C@@H](N)CC(C)C)nn3)CC2)n1 (some centres not stated) | ? | 5% | 197%[activator] | 4% | 26% | 3% | 1% |
| O=C(NCCS(=O)(=O)N1CCN(c2cccc(Cl)c2)CC1)C1CCCC1 | -26 | 12% | 3% | · | -26% | -8% | -3% |
| CCC(C)[C@H](NC(=O)[C@@H]1Cc2ccccc2CN1)C(=O)Nc1ccc2c(c1)OCO2 (some centres not stated) | 0 | 24% | 27% | -4% | 5% | 1% | 0% |
| COC(=O)c1ccc(NC(=O)CCCC(=O)OCC(=O)c2ccc(Cl)cc2)cc1 | -1 | · | · | · | · | 10% | 3% |
| COc1ccc(CCNS(=O)(=O)c2ccc(Br)cc2)cc1 | -28 | -2% | -19% | 5% | 12% | -2% | 1% |
| CCOc1c(CNCCCSc2nc(C)cc(C)n2)cccc1OC | -22 | -10% | -9% | -4% | -6% | ? | 1% |
| COc1ccc(CN2C(=O)c3cccnc3C2=O)cc1S(=O)(=O)N1CCOc2ccc(Cl)cc21 | -9 | 42%[activator] | 42% | 3% | 2% | -1% | 3% |
| Cc1cc2nc(-c3ccccc3)cc(=O)n2[nH]1 | 62 | 29% | -29% | -1% | 14% | -9% | -7% |
| Cc1sc(NC(=O)CN2CCCC2)nc1-c1ccc2c(c1)CCN2C(=O)c1ccc(F)cc1 | 8 | 17% | 35% | 0% | ? | 3% | -1% |
| CCCCc1c(-c2ccccc2OC)ncn1CCc1ccccc1 | -33 | -13% | · | · | · | · | -5% |
| O=C(O)c1ccc(N2C(=O)CC(N3C(=O)/C(=C/c4ccc(Cl)cc4)SC3=S)C2=O)cc1 (configuration not stated) | 8 | 29% | -28% | 1% | 8% | 5% | -2% |
| NC(=O)C1(N2CCCCC2)CCN(C(=O)c2cccs2)CC1 | 15 | 6% | -5% | -2% | 9% | -10% | -3% |
| CN(C)S(=O)(=O)Nc1cccc(-c2cn3c(n2)SCC3)c1 | 0 | 1% | -26% | -2% | -9% | ? | 0% |
| Cc1ccc(C)c(OCC(O)CN2CCC(C)CC2)c1C (configuration not stated) | -34 | -23% | -11% | 12% | ? | -10% | -7% |
| Cc1sc2nc(C3CC3)nc(SCC(=O)N3CC(=O)Nc4ccccc43)c2c1C | ? | 18% | -11% | -4% | -27% | 0% | 12% |
| COc1ccc(CCNC(=O)c2cccs2)cc1 | 15 | 1% | -14% | -2% | -20% | -15% | 2% |
| CCSc1nc(-c2ccc(OC)cc2)ccc1C#N | 26 | 15% | -14% | 0% | 10µM* | 0% | -5% |
| O=C(CSc1nnc(NC(=O)C2CC2)s1)Nc1cccc(F)c1 | 3 | -7% | -5% | -2% | 2% | 0% | 0% |
| Cc1cc(C=O)c(C)n1CC1CCCO1 (configuration not stated) | -15 | -17% | -22% | 5% | -2% | 0% | -1% |
| COc1ccc(-c2noc(CCCC(=O)NC3CCCCC3)n2)cc1 | -72* | 0% | 27% | 3% | ? | 5% | 0% |

Given with values under each structure: entries from further up.
Value order: HCMV inh | AMA1 RON2 block | AmpC no deterg | LmPK inh | HCV inh | AmpC inh detg | Tb PYK inh
Cc1ccc(C)c(OCC(O)CN2CCC(C)CC2)c1C (configuration not stated)
→ -34 | -23% | -11% | 12% | ? | -10% | -7%
Cc1sc2nc(C3CC3)nc(SCC(=O)N3CC(=O)Nc4ccccc43)c2c1C
→ ? | 18% | -11% | -4% | -27% | 0% | 12%

New compounds follow
| smiles | HCMV inh | AMA1 RON2 block | AmpC no deterg | LmPK inh | HCV inh | AmpC inh detg | Tb PYK inh |
| --- | --- | --- | --- | --- | --- | --- | --- |
| Cc1ccc(N2C(=O)N(CC(=O)Nc3ccc(C)cc3Cl)C(=O)C2C)cc1 (configuration not stated) | 0 | 3% | -16% | · | ? | ? | 0% |
| C/C(=N\NC(=O)c1ccn(C)n1)c1cccc(NC(=O)c2ccncc2)c1 | 19 | -11% | -20% | -6% | 26% | -2% | 4% |
| COc1cccc(C2C(C(=O)Nc3ccccc3)=C(C)Nc3nc(-c4ccccc4)nn32)c1OC (configuration not stated) | 69 | · | · | · | · | -8% | 3% |
| COc1cc(OC)cc(C(=O)Nc2ccc(C(=O)NCC3CCCO3)cc2)c1 (configuration not stated) | -26 | 7% | -11% | 3% | ? | 2% | -2% |
| CCC(=O)c1ccc(OCC(=O)OCC(=O)N2CCCc3ccccc32)cc1 | -7 | 3% | -16% | · | 12% | ? | 0% |
| Cc1cc(C)c(NC(=O)CN2CCOCCOCCOCCOCC2)c(C)c1 | -15 | 11% | · | · | 14% | · | 1% |
| Cc1occc1C(=O)NNC(=O)C1CCCC1 | -30 | -9% | 63%[activator] | 2% | 20% | -3% | -3% |
| Cc1csc(NC(=O)c2ccc(N3CCCC3=O)cc2)n1 | -40 | -5% | -14%[11.4 µM] | ? | -19% | ? | -19% |
| Cc1cc(C)c(OCC(=O)Nc2nnc(C3CC3)s2)c(C)c1 | -22 | 2% | -15% | · | 11% | ? | 2% |
| Cn1c(SCC(N)=O)nnc1-c1ccc(S(=O)(=O)N2CCCC2)cc1 | -3 | -6% | -4% | -2% | 14% | 6% | 1% |
| COc1ccc(C(CCN)c2ccc3c(c2)OCO3)cc1 (configuration not stated) | -4 | -9% | 11% | -7% | -13% | -2% | 1% |
| CC1CCN(C(=O)N[C@@H](Cc2ccccc2)C(=O)O)CC1 | 0 | -4% | -17% | -2% | -1% | -16% | 2% |
| O=C(NCC(c1ccc2c(c1)OCO2)N1CCN(c2ccccc2)CC1)C(=O)Nc1ccccc1 (configuration not stated) | -9 | · | · | · | · | -1% | 2% |
| CC(=O)NC1(NC(C)=O)CCN(C)CC1 | 8 | 5% | -17% | -1% | 0% | -1% | 0% |
| CN(C)P1(N(C)C)=Nc2c(c(N)nn2C)C(c2ccccc2)=N1 | 29&36 | 27%&9% | -7% | 2% | 21%&1% | -1% | 1%&-1% |
| CCC(C)(C)n1nnnc1C(C(C)C)N(CCCO)Cc1cc2cc(C)ccc2[nH]c1=O (configuration not stated) | 18 | 2% | 55% | 5% | -4% | -9% | 0% |
| COC(=O)c1ccc(CO/N=C2\CCCc3nonc32)cc1 | 28 | 3% | 100%[activator] | -1% | 19% | -5% | 0% |
| Fc1ccc(N/N=C/c2ccncc2)c(F)c1 | 113 | 3% | -2% | -16% | 2% | -11% | -9% |
| O=C(C1CCC(CNS(=O)(=O)c2cccs2)CC1)N1CCN(c2ccc(F)cc2)CC1 (configuration not stated) | ? | 5% | 62%[activator] | 0% | ? | -2% | 6% |
| C1=C(c2c[nH]c3ccccc23)CCNC1 | 22 | · | 5% | -2% | · | ? | · |
| COC(=O)[C@H](Cc1ccccc1)NC(=O)CC[C@H]1O[C@@H](n2ccc(=O)[nH]c2=O)[C@H](O)[C@@H]1O | 10 | 0% | · | · | · | · | -2% |
| N#Cc1ccccc1CSc1ccccn1 | 22 | 8% | ? | -1% | 3% | ? | -2% |
| CC[C@@H]1C/C=C\Cc2ccccc2[C@@H](C(=O)C[C@H](O)CC(C)=O)OC1=O | -29 | 0% | -13% | · | -4% | · | 4% |
| CCCCCCn1c(SCC(=O)NC2CCS(=O)(=O)C2)nc2ccccc2c1=O (configuration not stated) | 52 | -4% | · | · | · | · | 2% |
| Cc1ccc(S(=O)(=O)NCCNC(=O)c2cc(OCC(F)(F)F)ccc2OCC(F)(F)F)cc1 | 14 | 2% | -17% | 3% | -3% | -1% | -3% |
| N#Cc1ccc(OCC(=O)OCC(=O)Nc2cc(C(F)(F)F)ccc2N2CCOCC2)cc1 | 44 | 14% | 32% | 2% | -8% | -5% | 1% |
